Source: PubChem BioAssay (several laboratories)
3CLpro inhibitor: SARS-CoV 3CLpro protease inhibition | P0C6X7 | recombinant SARS-CoV 3CLpro, quenched FRET peptide cleavage | inhibition, % at 6 µM | hit rate 0.14% among 290,000; in the data active = inhibition above about 12%
PrPC TRFRET: reduces human prion protein on the cell surface; AID 720596; hit rate 0.43% among 370,000; cell surface PrPC, TR-FRET read-out; P04156; inhibition, % at 13.8 µM; in the data active = inhibition above about 24%; also: 0% = median of the test wells and 100% = reference compound wells
CCHFV vOTU inh: blocks the CCHF virus ovarian tumor domain protease; CCHFV vOTU protease, Pep-AMC fluorescence; hit rate 0.55% among 370,000; inhibition, % at 11.5 µM; in the data active = inhibition above about 30%; also: 0% = vehicle wells with enzyme and 100% = no enzyme wells
SSB-PriA inh: inhibitors of Klebsiella pneumoniae PriA binding to SSB C-terminal tail | hit rate 0.6% among 430,000 | AID 1272365 | inhibition, % at 33 µM | AlphaScreen SSBct-PriA binding, biotinylated peptide; in the data active = inhibition mostly above about 37%, no sharp cut-off; inactive = mostly below about 20%;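 also: plate controls were negative control peptide for no effect and reference peptide for full effect; strong numbers were not always called active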
BoNT F protease: BoNT F light chain protease inhibition; Multiplex microsphere protease cleavage assay, flow cytometry; inhibition, % at 10 µM; hit rate 0.22% among 360,000; in the data active = inhibition above about 35%, passing the limit was not always enough; inconclusive = no clear call, values can overlap the other calls; also: plate controls were buffer without enzyme for full effect and enzyme alone for no effect
MazF activator: MazEF (E. coli) toxin RNase activation; AID 504720; activation, % at 20 µM; hit rate 0.32% among 350,000; FAM/BHQ RNA-DNA oligo cleavage fluorescence, 5 h; in the data active = activation above about 50%
Target sequence (P0AE70 whole entry, looked up): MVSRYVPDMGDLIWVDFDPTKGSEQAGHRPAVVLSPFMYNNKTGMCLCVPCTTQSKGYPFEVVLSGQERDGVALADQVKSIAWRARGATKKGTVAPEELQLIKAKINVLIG
BoNT-A LC inh2: BoNT A light chain protease inhibition | hit rate 0.17% among 360,000 | multiplex microsphere protease substrate cleavage, flow cytometry | inhibition, % at 10 µM | AID 588499; also: plate controls were buffer without enzyme for full effect and enzyme alone for no effect
Rv3671c protease: Rv3671c (M. tuberculosis) protease inhibition; P9WHR9; inhibition, % at 5.96 µM; hit rate 0.048% among 320,000; in the data active = inhibition above about 38%;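 also: extracellular domain of Rv3671c used as enzyme; 0% = enzyme with DMSO and 100% = no enzyme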
Target sequence (P9WHR9 whole entry, looked up, the tested form may be a part): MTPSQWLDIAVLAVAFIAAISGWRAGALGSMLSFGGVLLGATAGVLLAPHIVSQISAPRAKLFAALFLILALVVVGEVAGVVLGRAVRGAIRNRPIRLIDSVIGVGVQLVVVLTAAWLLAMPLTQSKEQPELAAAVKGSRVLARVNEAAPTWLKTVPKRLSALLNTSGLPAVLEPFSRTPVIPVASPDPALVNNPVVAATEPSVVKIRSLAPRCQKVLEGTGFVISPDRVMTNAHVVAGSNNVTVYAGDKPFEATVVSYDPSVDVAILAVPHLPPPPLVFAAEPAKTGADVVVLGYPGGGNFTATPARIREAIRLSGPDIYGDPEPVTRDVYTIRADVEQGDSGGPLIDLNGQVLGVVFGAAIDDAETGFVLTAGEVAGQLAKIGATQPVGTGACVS
Anthrax LF prot: anthrax lethal factor protease inhibition. hit rate 0.12% among 360,000. P15917. multiplex microsphere protease cleavage assay, LF. inhibition, % at 10 µM; also: plate controls were buffer without enzyme for full effect and enzyme alone for no effect
VHR inh abs: blocks human VHR1 dual specificity phosphatase | P51452 | recombinant VHR phosphatase, pNPP absorbance | inhibition, % at 13.3 µM | hit rate 0.52% among 290,000; in the data active = inhibition above about 50%; also: some compounds called inactive have numbers as strong as hits
Target sequence (P51452 whole entry, looked up): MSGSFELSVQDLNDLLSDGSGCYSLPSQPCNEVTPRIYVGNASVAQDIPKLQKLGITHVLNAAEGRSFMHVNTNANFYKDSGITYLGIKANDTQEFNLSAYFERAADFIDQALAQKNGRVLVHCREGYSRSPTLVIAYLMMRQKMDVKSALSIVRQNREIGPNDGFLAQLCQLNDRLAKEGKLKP
* marks the source's active call; other numbers are inactive results; ? = inconclusive; · = no result given; & = joins results of further samples. Rule as the data show it, unless noted: active = inhibition above about 30%; inconclusive = no clear call, values can overlap the other calls; inactive = below that. A portion of the library; count on the stated rates, not on these rows.

Order of values: 3CLpro inhibitor	PrPC TRFRET	CCHFV vOTU inh	SSB-PriA inh	BoNT F protease	MazF activator	BoNT-A LC inh2	Rv3671c protease	Anthrax LF prot	VHR inh abs
COCCn1c(SCC(=O)NCC2CCCO2)nc2c(c1=O)SC(C)C2 (centres undefined)
  -1	-7	32*	-9	-2	5	-0.3	-1	1	-9
Cc1nn(Cc2noc(C(=O)NCCc3ccccn3)n2)c(C)c1Br
  -6	2	-5	-5	17	1	4.3	-19	-8	39
NC(=O)C1CCN(C(=O)c2cnn(-c3ccccc3)c2NC(=O)c2ccco2)CC1
  -2	-9	1	-3	-20	4	-0.1	-5	-3	3
Cc1ccc(OCCCC(=O)Nc2ccc(N3CCOCC3)cc2)cc1
  -2	4	3	0	-26	3	0.1	-3	-4	14
Cc1ccc(S(=O)(=O)NC(=O)C2(C)CCN2C(=O)C2(c3ccc(Cl)cc3)CCC2)nc1 (centres undefined)
  ·	5	25	·	4	·	-0.2	·	7	·
Cc1cc(C(=O)Nc2ccccc2C(=O)O)c(C)o1
  0	2	-11	6	-18	-17	1.4	-2	1	32
Cc1cc(C)c(N=Cc2c(O)n(-c3nccs3)c(=O)c3ccccc23)c(C)c1
  -1	1	3	14	0	-3	-0.3	-14	0	-3
Cc1ccc(S(=O)(=O)NCc2ccco2)c(C)c1C
  1	3	19	-10	-1	-2	1.4	-7	-3	14
CN(CC(=O)NCc1ccc(F)cc1)S(=O)(=O)c1cccc2nsnc12
  -1	-28	5	13	3	6	-0.5	10	-9	45
O=C(C1CCCCC1)N1CCCC(c2nc(-c3ccc(F)cc3)no2)C1 (centres undefined)
  3	-4	8	-9	1	3	0.9	5	-2	36
COc1ccccc1N(CC(=O)N1CCN(c2ccccc2)CC1)S(=O)(=O)c1ccc(C)cc1
  -1	-2	23	-1	-8	-5	1.5	-6	2	11
CC(=O)N(C)c1ccc(NC(=O)C(Sc2ccccc2)c2ccccc2)cc1 (centres undefined)
  -2	-3	-13	5	4	-12	-0.7	6	-6	4
COC(=O)c1cn(Cc2ccccc2C)nn1
  -1	7	0	1	-21	-6	-0.7	-6	-1	-5
CS(=O)(=O)c1ccc(-c2sc3cc4c(cc3c2C(=O)NN2CCOCC2)OCO4)cc1
  ·	-6	-61	4	-2	6	-0.2	1	2	·
CC(=O)c1c(O)cc(C)n(Nc2nc(C)cc(C)n2)c1=O
  1	4	3	53	-3	7	?	-3	-2	-2
Cc1ccc(-n2cc(C(=O)c3ccccc3O)cn2)cc1
  4	1	3	-3	5	-3	-0.9	2	-3	33
NC1=NC(=O)C(Cc2ccccc2)S1 (centres undefined)
  1	4	10	-7	-6	11	-0.3	-5	-11	26
Cn1c(=O)[nH]c(=O)c2c1nc(CN1CCOCC1)n2CCCO
  0	-4	-11	10	-9	5	0.3	-13	0	17
COC(=O)c1cc(NC(=O)c2ccccc2)c(=O)oc1C
  3	-5	-12	0	-5	-4	-1.7	-1	-5	9
Nc1c(Cl)ncnc1Nc1ccc(C(=O)O)cc1
  ·	-5	-1	-7	-3	6	0.2	·	-2	·
Cc1ccc(C(=O)NNC(=O)CCC(=O)NCc2ccccc2)cc1Br
  -1	9	1	13	4	2	-1.0	·	2	-2
COc1ccc(C2CCCN2C(=S)Nc2cccc(C)c2C)cc1OC (centres undefined)
  4	3	-14	13	7	12	0.3	3	5	7
Cn1c(SCc2nc3ccccc3s2)nnc1-c1ccc2c(c1)OCO2
  -1	3	-4	-13&-1	2	1	1.6	0	0	6
O=C(CN(c1ccc(Cl)cc1)S(=O)(=O)c1ccc(Cl)c([N+](=O)[O-])c1)NCCc1ccc(F)cc1
  -4	-2	4	-16	-20	0	-3.3	-3	-2	1
CC(C)Nc1ncnc2c1cnn2Cc1ccccc1Cl
  2	10	-12	-6	1	-9	0.8	-2	17	18
O=C(Cn1cnc2c(NCc3ccccc3)ncnc21)NCc1ccccn1
  ·	8	-5	-10	-4	9	-0.2	·	-2	·
CSc1ccc(S(=O)(=O)NCCSc2ccccn2)cc1
  1	-5	-17	-13	-3	5	-0.5	-7	3	8
CC(=O)Nc1ccc(NC(=O)C2C3CCC(C3)C2C(=O)O)cc1 (centres undefined)
  -1	2	-1	-6	4	5	-0.4	-7	12	16
O=C1NC(=O)C(CCc2ccncc2)(C2CCCCC2)C(=O)N1
  1	-7	6	-6	-17	7	-0.1	-2	-3	4
CCOC(=O)c1cc(NC(=O)N(C)C2CCCCC2)c(C)nc1C
  -3	-5	8	-2	1	8	0.6	7	-2	17
Cc1cc(=O)oc2cc(OCC(=O)N3CCN(Cc4ccc5c(c4)OCO5)CC3)ccc12
  5	-3	14	11	-7	7	-0.7	-2	2	-13
O=C(/C=C/c1cccs1)NCc1cccs1
  ·	-15	-7	-6	-7	8	-0.4	1	-4	·
Cc1ccc2nc(-c3ccc(Br)o3)oc(=O)c2c1
  -7	7	-11	-7	1	-3	-0.3	10	-3	13
C=C1[C@H](C)CN[C@H]1CCO
  ·	-2	-7	-14	-8	3	-0.2	·	-9	·
CCOC(=O)Cn1c(N)c(C(=O)OC)sc1=S
  1	-12	14	4	4	-4	0.9	4	-2	14
CN(N)N=Nc1nc2c([nH]1)c(=O)n(C)c(=O)n2C
  2	1	-5	2	2	4	1.0	-1	-4	20
O=C(c1ccc(F)cc1F)N1CCCC(c2nc(-c3cccs3)no2)C1 (centres undefined)
  7	3	0	-5	-20	-22	-2.3	-5	-4	12
CCCCCCCCN1C(=O)[C@H](CC(=O)N2CCCC2)C[C@@]2(C(=O)OC)CCCCC=C12
  ·	8	18	·	0	·	0.2	·	10	·
Cn1c(=NC(=O)C2CCCCC2)sc2cc([N+](=O)[O-])ccc21
  1	3	8	-8	-5	-2	0.4	11	-2	-17
Cc1ccc(Oc2ncccc2C(=O)NC2CCSC2=O)cc1 (centres undefined)
  0	8	7	-2	-7	6	0.5	9	2	10
c1ccc2nc(N3CCNCC3)ccc2c1
  ·	1&-1	-2&-7	-2&-5	2&0	4&1	-0.2&-0.5	13	-4&-16	·
COCCCNc1ncnc2nc[nH]c12
  6	4	-8	-11	-8	1	-0.1	1	-4	6
C=CCN1CC[C@]23c4c5ccc(O)c4OC2C(O)C=CC3[C@H]1C5 (some centres undefined)
  ·	-2	5	3	2	5	-1.4	-1	-6	·
O=C(Nc1nnc(-c2ccco2)o1)C1CC1
  -2	1	18	-25&-1	13	2	1.0	-14	-4	2
CCOC(=O)c1ccc(NC(=O)c2ncn3c2C(=O)NC[C@@H]3C)cc1
  ·	6	5	·	-4	5	-0.1	·	0	·
COc1ccc(OC)c(CCNC(=O)Cn2ccc3cc(S(=O)(=O)N4CCCC4)ccc32)c1
  3	-2	5	0	4	5	0.0	-2	-3	44
NC(N)=NS(=O)(=O)c1ccc(NC(=S)NC(=O)/C=C/c2cccs2)cc1
  4	11	24	-9	2	-142	-0.1	-20	-2	28
Cc1ccc(C)c(-c2nnc(NC(=O)c3ccc([N+](=O)[O-])o3)o2)c1
  ·	-4	4	10	-6	-1	0.7	-10	-7	·
O=C(c1ccc(F)cc1)N1CCCCC(Sc2nnnn2-c2ccccc2)C1=O (centres undefined)
  0	18	7	-19	-5	-3	0.6	0	3	19
O=C(COC(=O)/C=C/c1ccc([N+](=O)[O-])cc1)NCc1ccccc1
  5	-11	-9	-15	3	7	0.3	4	1	-2
CCOC(=O)c1ccc(NC(=O)c2nc(S(=O)(=O)Cc3ccccc3)ncc2Cl)cc1
  0	1	5	-4	0	10	1.1	-34	-2	-2
CC1=NN(C(N)=S)C(=O)C1N=Nc1ccccc1C (centres undefined)
  4	-10	1	-12	3	-7	-0.7	9	-4	13
C=CCOc1ccc(CNc2ccc(NC(=O)CC(C)C)cc2)cc1OC
  3	-1	-10	15	0	-10	0.3	-4	1	-2
O=C1CN(C(=O)COC(=O)c2ccc(Cl)cc2)c2ccccc2N1
  ·	-4	7	2	?	-2	-7.4	·	-6	·
CN(C)C1=NC[C@H](Cc2ccccc2)N1CCc1cccc(F)c1
  ·	5	17	-11	2	0	-0.4	-5	4	·
CCOC(=O)CCC(NC(=O)CCCC(=O)NC(CCC(=O)OCC)C(=O)OCC)C(=O)OCC (centres undefined)
  2	5	11	-25	-2	2	-0.5	-2	-1	0
Clc1cccc(N2CCN(c3nnnn3-c3ccccc3)CC2)c1
  2	1	-9	-2	-4	3	-0.5	-3	1	19
CCOc1cc2[nH]c(=O)n(CCCN3CCN(c4ccc(OC)cc4)CC3)c(=O)c2cc1OCC
  -1	0	-9	12	-1	1	0.0	4	-8	-20
O=C(O)C[C@H]1c2cc(C(F)(F)F)ccc2S(=O)(=O)N1C1CCCC1
  ·	5	17	-11	-3	4	-0.1	8	-6	·
COc1ccc(CNC(=O)c2[nH]c(C)c(C(C)=O)c2C)cc1
  1	-3	-4	18	1	11	3.5	-3	-9	6

A stretch taken from the entries so far:
Order of values: 3CLpro inhibitor	PrPC TRFRET	CCHFV vOTU inh	SSB-PriA inh	BoNT F protease	MazF activator	BoNT-A LC inh2	Rv3671c protease	Anthrax LF prot	VHR inh abs
Cc1cc(=O)oc2cc(OCC(=O)N3CCN(Cc4ccc5c(c4)OCO5)CC3)ccc12
  5	-3	14	11	-7	7	-0.7	-2	2	-13
O=C(/C=C/c1cccs1)NCc1cccs1
  ·	-15	-7	-6	-7	8	-0.4	1	-4	·
Cc1ccc2nc(-c3ccc(Br)o3)oc(=O)c2c1
  -7	7	-11	-7	1	-3	-0.3	10	-3	13
C=C1[C@H](C)CN[C@H]1CCO
  ·	-2	-7	-14	-8	3	-0.2	·	-9	·

Next structures.
Order of values: 3CLpro inhibitor	PrPC TRFRET	CCHFV vOTU inh	SSB-PriA inh	BoNT F protease	MazF activator	BoNT-A LC inh2	Rv3671c protease	Anthrax LF prot	VHR inh abs
CSc1ccccc1NC(=O)c1ccco1
  5	-4	-2	-16	0	-4	0.1	-5	0	17
CCN(CC)CCn1c2c(c(SCC(=O)Nc3cc(C)ccc3C)nc1=O)CCC2
  ·	2	15	-20	-5	1	1.2	2	-1	·
O=C(COC(=O)Cc1ccc(S(=O)(=O)N2CCOCC2)s1)Nc1ccc(F)cc1F
  ·	-7	-3	-2	1	-1	1.1	-1	4	·
c1ccc(CN2CCc3[nH]c4ccccc4c3C2)cc1
  ·	-1	-1	-2	-28	12	0.2	·	-9	·
CN(Cc1ccco1)S(=O)(=O)c1nnc(NC(=O)c2cccc(Cl)c2)s1
  10	5	6	0	·	6	·	-10	·	-4
O=C(NCCOc1ccccc1F)c1ccccc1SCc1ccc(F)cc1
  4	-1	-6	-15	14	-3	1.1	4	2	-8
COc1cc(/C=C2/C(=N)N3C(=NC2=O)SN=C3S(C)(=O)=O)ccc1OC(=O)c1ccco1
  3	-10	13	-16	-4	31	-0.3	-2	-2	33
COc1ccc(NC(=S)NC2CCCCCC2)c(OC)c1
  -8	11	10	11	1	4	-1.1	-5	0	47
COc1ccc(CCN=C(C)c2cc(C)c(C)cc2O)cc1OC
  -4	1	-8	-16	-8	4	-3.0	5	-6	-1
C[C@H]1COC(=O)[C@H](CC(=O)OC(C)(C)C)C/C=C\C[C@@H](CC(=O)N[C@H](CO)Cc2ccccc2)C(=O)N1
  ·	2	-1	6	-3	4	-0.3	-1	2	·
C=CCOc1ccccc1CNc1ccccc1C
  -1	-2	10	-2	-16	0	-0.2	-4	-2	-5
CCSc1nnc(-c2ccc(S(=O)(=O)N3CCCC3)cc2)n1C
  -4	9	-14	-4	11	-1	-0.9	-1	-2	-25
c1ccc2c(c1)sc1nnnn12
  -6	-3	-17	-13	-13	-3	0.6	5	-1	-19
COC(=O)NNC(=S)Nc1ccc(Br)cc1
  2	2	2	-7	-2	-17	-1.3	-12	-3	16
CC1CC(C)CN(S(=O)(=O)c2ccc(C(=O)OCC(=O)Nc3ccccc3)cc2)C1 (centres undefined)
  ·	3	-10	·	-8	1	-0.4	·	0	·
